TROY NFkB inh – TROY signaling inhibition | inhibition, % at 10 µM | 0.98% of 360,000 active | AID 1347056 | Q293 LMP1-TROYcd NF-kB luciferase reporter, 4 h;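 active = compounds whose plate-normalised and pattern-corrected inhibition of the luciferase reporter signal at the single screening dose is 50% or more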
NOD2-RIPK2 inh – inhibitors of human NOD2-RIPK2 interaction; O43353; 0.38% of 360,000 active; inhibition, % at 4.98 µM; CHO BLA complementation NOD2-RIPK2, CCF4 ratio; in the data active = inhibition above about 21%;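 also: 0% = vehicle only and 100% = reference blocker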
SRC1 inh – inhibitors of human steroid receptor coactivator 1 (SRC1). Q15788. HEK293 GAL4-SRC1 luciferase reporter, luminescence. inhibition, % at 3.6 µM. 0.12% of 360,000 active. AID 588354;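 active = inhibition above the campaign mean plus 3 SD, with each screening campaign given its own cutoff, cut at about 60% in these data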;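 also: 0% = DMSO treated cells and 100% = gossypol at 36 µM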
COUP-TFII inh – blocks human COUP-TFII nuclear receptor; P24468; inhibition, % at 8.6 µM; 0.7% of 370,000 active; HEK293T NGFI-A luciferase reporter, luminescence;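 active = inhibition above a per-plate cutoff, mean inhibition of test wells between control levels plus 3 SD, cut at about 38% in these data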;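 also: cells cotransfected with COUP-TFII expression vector driving the NGFI-A reporter; 0% = median of COUP-TF2 test wells and 100% = reporter-only cells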
NCOA3 inh – inhibits human SRC3 coactivator | HEK293 GAL4-SRC3 luciferase reporter, luminescence | inhibition, % at 3.6 µM | Q9Y6Q9 | 0.17% of 360,000 active;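 active = inhibition above a per-campaign cutoff, the mean of all compounds plus 3 SD, cut at about 60% in these data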;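 also: 0% = DMSO-treated cells and 100% = gossypol-treated cells at 36 µM; higher means less SRC3-driven luciferase light from the GAL4 reporter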
Target sequence (Q9Y6Q9 whole entry, looked up, the tested form may be a part): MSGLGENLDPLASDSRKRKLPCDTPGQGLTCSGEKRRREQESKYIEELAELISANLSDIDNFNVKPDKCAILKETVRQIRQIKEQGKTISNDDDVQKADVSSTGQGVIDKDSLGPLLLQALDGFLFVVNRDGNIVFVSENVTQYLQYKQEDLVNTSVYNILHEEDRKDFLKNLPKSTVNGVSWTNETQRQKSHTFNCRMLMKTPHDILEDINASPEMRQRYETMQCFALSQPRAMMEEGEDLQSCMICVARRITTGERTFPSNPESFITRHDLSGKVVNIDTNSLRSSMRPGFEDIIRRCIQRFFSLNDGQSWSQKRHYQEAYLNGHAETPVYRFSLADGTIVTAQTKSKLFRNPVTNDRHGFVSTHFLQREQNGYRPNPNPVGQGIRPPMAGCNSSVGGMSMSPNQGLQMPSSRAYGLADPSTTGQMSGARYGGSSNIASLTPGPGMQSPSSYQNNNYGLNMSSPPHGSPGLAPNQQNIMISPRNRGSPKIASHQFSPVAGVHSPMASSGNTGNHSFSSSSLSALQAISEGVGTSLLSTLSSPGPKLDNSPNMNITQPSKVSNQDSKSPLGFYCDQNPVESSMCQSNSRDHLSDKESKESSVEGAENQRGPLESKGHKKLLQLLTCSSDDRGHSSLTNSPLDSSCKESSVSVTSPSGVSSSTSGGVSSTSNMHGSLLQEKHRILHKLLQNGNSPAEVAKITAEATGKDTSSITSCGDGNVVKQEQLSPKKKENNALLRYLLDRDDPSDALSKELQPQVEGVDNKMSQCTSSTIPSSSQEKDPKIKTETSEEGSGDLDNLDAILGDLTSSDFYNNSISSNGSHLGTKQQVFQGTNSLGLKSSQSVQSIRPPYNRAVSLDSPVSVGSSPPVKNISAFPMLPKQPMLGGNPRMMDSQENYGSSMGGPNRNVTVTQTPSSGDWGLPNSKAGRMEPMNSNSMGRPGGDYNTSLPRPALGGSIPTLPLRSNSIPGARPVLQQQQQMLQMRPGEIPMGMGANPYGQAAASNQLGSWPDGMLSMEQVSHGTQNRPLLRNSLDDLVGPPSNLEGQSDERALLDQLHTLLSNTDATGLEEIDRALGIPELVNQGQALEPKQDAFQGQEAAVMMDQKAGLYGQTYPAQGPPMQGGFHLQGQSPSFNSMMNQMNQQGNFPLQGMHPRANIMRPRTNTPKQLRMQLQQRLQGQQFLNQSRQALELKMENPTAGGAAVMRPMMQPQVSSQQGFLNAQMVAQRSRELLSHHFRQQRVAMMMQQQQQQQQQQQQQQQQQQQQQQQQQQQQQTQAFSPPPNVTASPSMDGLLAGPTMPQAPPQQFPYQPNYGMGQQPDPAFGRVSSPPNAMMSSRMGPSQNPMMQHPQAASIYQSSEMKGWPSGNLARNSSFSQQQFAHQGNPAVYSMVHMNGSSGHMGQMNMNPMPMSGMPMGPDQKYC
TWEAK Fn14 block – blocks TWEAK-Fn14 interaction in a reporter cell assay; TWEAK-stimulated Fn14 reporter cells, luciferase luminescence, 8 h; inhibition, % at 10 µM; 2% of 360,000 active; in the data active = inhibition above about 50%
SRC2 inh – inhibits human steroid receptor coactivator 2; Q15596; HEK293 GAL4-SRC2 luciferase reporter, luminescence; inhibition, % at 9 µM; 0.17% of 370,000 active;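 active = inhibition above the mean inhibition of all tested compounds plus 3 SD, set per campaign, cut at about 52% in these data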;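 also: 0% = DMSO treated cells and 100% = cells given Gossypol at 36 µM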
LMP1 NFkB inh – reduces LMP1-driven NF-kappaB luciferase signal; LMP1-induced NF-kappaB luciferase reporter cells, luminescence; 0.69% of 350,000 active; inhibition, % at 12.5 µM; in the data active = inhibition above about 41%;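 also: 0% = neutral control wells and 100% = reference inhibitor control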
TLR9-MyD88 block – inhibitors of human TLR9-MyD88 binding; Q9NR96+Q99836; AID 504734; CHO BLA complementation TLR9-MyD88, CCF4 FRET ratio; inhibition, % at 4.98 µM; 0.21% of 340,000 active;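 active = inhibition above the mean over all tested compounds plus 3 SD, cut at about 21% in these data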;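 also: 0% = DMSO only wells and 100% = clavulanate BLA inhibitor control wells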
TRAIL sens C8 – caspase-8 TRAIL sensitization; NB7+C8 cells + TRAIL, ATPlite viability luminescence; inhibition (viability loss, TRAIL sensitization), % at 10 µM; 1% of 360,000 active;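 active = compounds causing at least 50% loss of cell viability in the single-dose screen, relative to plate controls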
NR5A2 inv ag – suppresses constitutive activity of human LRH-1 | O00482 | HEK293T StAR-luciferase reporter, LRH-1 transfected, 24 h | inhibition, % at 3.6 µM | 0.13% of 360,000 active | AID 602396;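 active = inhibition above the mean inhibition of all tested compounds plus 3 SD, cut at about 73% in these data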;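 also: 0% = DMSO wells and 100% = reporter-only cells lacking LRH-1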
Starred values were filed as active, the others as inactive; x = no result given.

Sample of the layout (14 entries):
SMILES	TROY NFkB inh	NOD2-RIPK2 inh	SRC1 inh	COUP-TFII inh	NCOA3 inh	TWEAK Fn14 block	SRC2 inh	LMP1 NFkB inh	TLR9-MyD88 block	TRAIL sens C8	NR5A2 inv ag
Cc1ccc(Cn2nc(C)c(NC(=O)c3noc4c3CCCCC4)c2C)cc1	-2	0	-14	-2	3	15	-8	-4	-8	7	45
CCN(CC)S(=O)(=O)c1cccc(N=NC2=C(O)CCCC2=O)c1	9	-14	1	-34	-1	-8	10	5	-15	24	-3
O=C(CSc1nc(C2CC2)nc2sc3c(c12)CCCC3)NCc1ccco1	-60	-11	-11	-21	-11	-23	-22	-10	-11	7	12
CC(=O)c1ccc(OCCCC(=O)Nc2cccc(S(=O)(=O)N3CCCCC3)c2)cc1	24	-9	3	4	10	4	-8	5	-12	-6	3
CC1CC(C)CN(CCOCCSc2ccccc2)C1 (configuration not stated)	11	-7	-19	2	15	6	-9	12	-16	2	16
CC1(Cc2ccc(Cl)c(Cl)c2)C(=O)Nc2ccc(S(=O)(=O)NC3CCCCC3)cc21 (configuration not stated)	31	-4	0	-6	-2	47	-3	x	x	32	-1
CC(C)C1=C2CCCCC2NC(=O)N1 (configuration not stated)	5	0	-3	-18	-10	7	-18	11	8	-4	6
CCCCNC(=O)c1nc(C2CCN(S(=O)(=O)c3csc(C(=O)O)c3)CC2)oc1-c1ccccc1	13	6	0	11	4	9	1	x	x	-15	-5
CCc1ccc(CCC(=O)N2CCN(S(=O)(=O)c3sc(C(=O)O)c(C)c3C(=O)O)CC2)cc1	1	-5	-8	-18	-7	22	17	4	-5	-9	3
CCc1ccc(C(=O)N/N=C/c2cccc3ccccc23)nc1	-66	3	-44	-30	-19	-30	-18	3	6	33	-38
Cn1cnnc1SCc1ccc(C(=O)N/N=C(\CCC(=O)O)c2ccc(C(C)(C)C)cc2)cc1	-22	-3	-19	6	-23	-2	8	-9	4	-10	-1
COC(=O)C1=CN(c2ccc3c(c2)OCO3)C(N)=C(C#N)C1c1ccccc1 (configuration not stated)	x	-5	x	2	x	x	-46	x	x	5	6
O=C(Nc1ccc2ccccc2n1)C1CCCCC1	-19	-3	-99	-37	-88	-8	-33	x	x	4	-134
COC(=O)c1ccc(CSc2nnc(NC(=O)c3cc4c(s3)CCCC4)s2)cc1	11	-10	-19	3	4	-21	-28	-16	1	3	-11

Results, previewed entries included:
SMILES	TROY NFkB inh	NOD2-RIPK2 inh	SRC1 inh	COUP-TFII inh	NCOA3 inh	TWEAK Fn14 block	SRC2 inh	LMP1 NFkB inh	TLR9-MyD88 block	TRAIL sens C8	NR5A2 inv ag
Cc1ccc(Cn2nc(C)c(NC(=O)c3noc4c3CCCCC4)c2C)cc1	-2	0	-14	-2	3	15	-8	-4	-8	7	45
CCN(CC)S(=O)(=O)c1cccc(N=NC2=C(O)CCCC2=O)c1	9	-14	1	-34	-1	-8	10	5	-15	24	-3
O=C(CSc1nc(C2CC2)nc2sc3c(c12)CCCC3)NCc1ccco1	-60	-11	-11	-21	-11	-23	-22	-10	-11	7	12
CC(=O)c1ccc(OCCCC(=O)Nc2cccc(S(=O)(=O)N3CCCCC3)c2)cc1	24	-9	3	4	10	4	-8	5	-12	-6	3
CC1CC(C)CN(CCOCCSc2ccccc2)C1 (configuration not stated)	11	-7	-19	2	15	6	-9	12	-16	2	16
CC1(Cc2ccc(Cl)c(Cl)c2)C(=O)Nc2ccc(S(=O)(=O)NC3CCCCC3)cc21 (configuration not stated)	31	-4	0	-6	-2	47	-3	x	x	32	-1
CC(C)C1=C2CCCCC2NC(=O)N1 (configuration not stated)	5	0	-3	-18	-10	7	-18	11	8	-4	6
CCCCNC(=O)c1nc(C2CCN(S(=O)(=O)c3csc(C(=O)O)c3)CC2)oc1-c1ccccc1	13	6	0	11	4	9	1	x	x	-15	-5
CCc1ccc(CCC(=O)N2CCN(S(=O)(=O)c3sc(C(=O)O)c(C)c3C(=O)O)CC2)cc1	1	-5	-8	-18	-7	22	17	4	-5	-9	3
CCc1ccc(C(=O)N/N=C/c2cccc3ccccc23)nc1	-66	3	-44	-30	-19	-30	-18	3	6	33	-38
Cn1cnnc1SCc1ccc(C(=O)N/N=C(\CCC(=O)O)c2ccc(C(C)(C)C)cc2)cc1	-22	-3	-19	6	-23	-2	8	-9	4	-10	-1
COC(=O)C1=CN(c2ccc3c(c2)OCO3)C(N)=C(C#N)C1c1ccccc1 (configuration not stated)	x	-5	x	2	x	x	-46	x	x	5	6
O=C(Nc1ccc2ccccc2n1)C1CCCCC1	-19	-3	-99	-37	-88	-8	-33	x	x	4	-134
COC(=O)c1ccc(CSc2nnc(NC(=O)c3cc4c(s3)CCCC4)s2)cc1	11	-10	-19	3	4	-21	-28	-16	1	3	-11
O=C1CC2C(CCC23OCCO3)c2ccc3ccccc3c21 (configuration not stated)	-58	-5	-87	-26	-41	-64	-49	-10	6	18	-29
CC1CCN(CCNC(=O)CN(C)S(=O)(=O)c2cccc3nsnc23)CC1	8	-4	-142	0	-8	4	-17	-3	-12	-32	10
CCOc1ccc(C2CC(c3ccccc3C)n3ncnc3N2)cc1 (configuration not stated)	3	5	-4	-7	10	-7	-25	-4	-3	-9	6
Cc1ccc(C2=NN(C(=O)CCCC(=O)O)C(c3ccco3)C2)cc1 (configuration not stated)	-28	2	1	2	-29	8	-19	-2	8	-1	4
Cc1ccccc1-c1nc2cc(Cl)ccc2o1	-52	3	-52	8	-37	2	-63	-48	1	14	-15
OC(CN1CCc2ccccc2C1)c1ccccc1 (configuration not stated)	-2	6	3	-33	-11	-2	-5	-10	4	-1	0
CC(=O)Nc1ccc(N2C(=O)C3C4CC(=O)C(c5ccccc54)C3C2=O)cc1 (configuration not stated)	-26	-15	-20	-4	20	-3	4	-2	-1	-8	15
Cc1nn(C(=O)c2cccs2)c(C)c1CN1C(=O)c2ccccc2C1=O	-14	6	2	-27	14	-12	-10	-1	-5	6	-7
O=C(N/N=C/c1ccc(Br)o1)c1cccnc1	21	-6	-4	8	-9	25	-7	-4	-12	-17	15
CN1CCC(C)(C(=O)Nc2cccc(Oc3ccccc3)c2)C1 (configuration not stated)	-26	-10	-11	-14	-6	24	17	x	x	3	-2
COc1ccc(NC(=O)CS(=O)CC(=O)Nc2ccc(OC)c(OC)c2)cc1 (configuration not stated)	-4	-8	7	-1	6	-4	-6	-5	-10	-2	7
COc1cccc(Oc2ccc(N/C=C/C(=O)C(C)(C)C)cc2)c1	-24	-9	0	7	10	-4	8	-5	-10	8	-25
Cc1cccc(SCc2noc(C(=O)NC(C)C)c2C(=O)O)c1	-15	-19	-16	-6	-49	8	15	-1	1	-18	16
Clc1ccc(Cn2c(-c3cccnc3Cl)nc3ccccc32)c(Cl)c1	9	-3	5	8	7	1	14	-9	-1	13	9
CN(C)CCCNc1ncnc2scc(-c3ccccc3)c12	-16	-10	6	18	16	14	8	14	1	-2	-2
CC(C)(C)C1CCN2CCC[C@](c3ccccc3)(C1)C2OCCCO (some centres not stated)	10	3	x	12	x	3	14	x	x	-11	-23
Cc1ccc(C(=O)N2CC(=O)NC(=O)C2)cc1	-12	-2	-1	1	2	8	8	-8	0	-8	2
N#CCCN(Cc1cccnc1)C(=S)NC1CC2C=CC1C2 (configuration not stated)	-4	0	-24	-17	16	11	-44	1	-7	11	4
Nc1cc2sc(-c3ccc(C(=O)O)cc3)nc2cc1Cl	-15	35*	-102	-20	-51	29	-49	18	24*	57*	-119
CCCn1c(SCC(=O)Nc2ccc(S(=O)(=O)N3CCOCC3)cc2)n[nH]c1=O	-4	2	7	-8	-22	6	4	-2	7	-19	11
Cc1ccc(OCCN2C(=O)OC(C)(C)C2(C)O)cc1 (configuration not stated)	-28	-2	-15	-2	-10	-2	-10	-6	5	-1	-3
CN(CCN1CCOCC1)C(=O)CC1C(=O)NCCN1Cc1ccccc1C(F)(F)F (configuration not stated)	8	-8	2	-28	8	6	-1	-1	-18	-9	2
OC(COc1ccc(CNCCc2ccc(C(F)(F)F)cc2)cc1)CN1CCCCC1 (configuration not stated)	-5	-6	-4	5	20	-10	-28	-13	0	9	3
Cc1ccc(NC(=O)CSc2nc3c(c(=O)[nH]2)CCC3)cc1C	-17	-8	-11	-5	-14	-6	-25	3	-1	6	23
CCOC(=O)c1c(NC(=O)Cc2ccccc2)sc2c1CC(C)(C)NC2(C)C	-5	0	0	13	11	-10	-18	4	4	6	18
Cc1ccc(Cn2c(SCC(=O)N(C)C3CCS(=O)(=O)C3)nc3ccccc3c2=O)cc1 (configuration not stated)	0	6	-20	28	-1	-20	-8	5	1	-21	15
COc1cccc(NC(=O)CN(C2=NC3CS(=O)(=O)CC3S2)c2cccc(C)c2)c1 (configuration not stated)	11	-11	4	-9	9	14	15	15	0	-6	-4
Cc1oc2c(C)c3oc(=O)c4c(c3cc2c1C)CCC4	-41	-8	-2	-7	-4	-31	-10	-1	1	4	6
COCCCn1c(Cc2ccccc2)nnc1SCC(=O)N1CCCCC1	1	-11	5	16	11	3	-4	1	-5	-13	-6
S=c1[nH]nc(COc2ccc(Cl)cc2Cl)n1-c1ccccc1	3	-9	13	-24	11	-6	3	-30	-5	6	1
COC(=O)c1ccc(-c2nn(C)c(=O)c3ccccc23)cc1	-21	-14	-6	7	-4	-10	11	5	15	5	-26
COc1ccc(C(=O)NC(=S)N2CCN(c3ccccc3OC)CC2)cc1	-6	4	-24	15	-41	-4	-13	-5	1	13	7
Cc1ccc(C(=O)NCC(=O)NCc2ccc(Cl)cc2)s1	9	2	5	-10	5	-2	9	8	-10	-8	2
S=C(NCc1ccncc1)Nc1cccc(Cl)c1	-7	-2	9	1	14	-3	-6	-3	-7	-1	8
CCOC(=O)c1cnc2c(C)c(Cl)ccc2c1N1CCOCC1	-17	-3	-6	-17	6	-35	19	-2	1	23	10
O=C(NC1CCCN(Cc2ccc(Cl)cc2)C1)c1ccnc(Cl)c1 (configuration not stated)	5	-8	-23	8	5	1	-10	4	-4	4	-1
CCOC(=O)Cn1c(=N)n(CCOc2ccc(Br)cc2)c2ccccc21	-34	11	13	-12	15	-3	6	6	x	-36	4
Cc1ccc(NC(=S)NCC2CCN(C(C)c3ccccc3)C2)cc1C (configuration not stated)	18	-2	-5	8	10	-8	-22	0	-7	-21	10
Cc1cccc(C)c1NC(=S)NN1CCN(C)CC1	-3	1	-16	-1	-9	-7	-26	4	0	5	5

An excerpt (hit frequency here may not be typical).
